UHRF1 MBD2 ctr: blocks human UHRF1 binding to methylated DNA; Q96T88; UHRF1 binding to methylated oligo, TR-FRET; inhibition, % at 4.4 µM; actives 0.75% (n = 370,000); AID 687016; in the data active = inhibition above about 21%;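 also: UHRF1 SRA domain binding a hemimethylated CpG hairpin DNA probe; 0% = median of test compound wells and 100% = reference inhibitor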
Target sequence (Q96T88 whole entry, looked up, the tested form may be a part): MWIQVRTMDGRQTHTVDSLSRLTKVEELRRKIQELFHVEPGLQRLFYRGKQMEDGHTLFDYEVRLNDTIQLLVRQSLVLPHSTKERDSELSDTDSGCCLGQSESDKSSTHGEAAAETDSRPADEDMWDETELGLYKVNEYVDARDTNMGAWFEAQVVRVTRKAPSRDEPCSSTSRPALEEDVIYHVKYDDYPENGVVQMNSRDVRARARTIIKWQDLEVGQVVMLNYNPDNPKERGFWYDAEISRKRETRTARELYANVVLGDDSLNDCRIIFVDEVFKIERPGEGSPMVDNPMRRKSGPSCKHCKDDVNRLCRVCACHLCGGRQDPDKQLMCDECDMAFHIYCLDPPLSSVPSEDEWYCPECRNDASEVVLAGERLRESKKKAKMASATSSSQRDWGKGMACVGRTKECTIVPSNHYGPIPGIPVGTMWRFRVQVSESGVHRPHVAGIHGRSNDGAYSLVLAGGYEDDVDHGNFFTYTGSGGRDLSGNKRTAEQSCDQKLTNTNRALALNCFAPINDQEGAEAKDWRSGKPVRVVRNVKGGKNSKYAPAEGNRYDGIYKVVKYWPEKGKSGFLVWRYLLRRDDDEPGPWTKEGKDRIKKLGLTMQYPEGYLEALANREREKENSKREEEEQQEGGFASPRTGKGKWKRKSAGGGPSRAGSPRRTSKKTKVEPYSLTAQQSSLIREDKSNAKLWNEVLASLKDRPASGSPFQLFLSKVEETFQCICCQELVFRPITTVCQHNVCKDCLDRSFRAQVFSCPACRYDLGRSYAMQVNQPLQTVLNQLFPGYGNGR
SIAE inh: inhibitors of human sialic acid acetylesterase SIAE; SIAE FP-Rh probe binding, fluorescence polarization; inhibition, % at 9.66 µM; actives 0.69% (n = 370,000);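 active = inhibition above a cutoff: mean of compounds within the control limits plus 3 SD of those, cut at about 17% in these data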;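 also: 0% = plate median of compound wells and 100% = probe without SIAE protein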
TDP2 inh: TDP2 (human) inhibition, absorbance primary screen. O95551. recombinant TDP2, T5PNP hydrolysis, p-nitrophenol absorbance 415 nm. inhibition, % at 12.8 µM. actives 0.34% (n = 370,000). AID 720702;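 active = inhibition above the mean of all tested compounds plus 3 SD, set per campaign, cut at about 25% in these data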;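 also: 0% = DMSO with enzyme and 100% = buffer with substrate but no TDP2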
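Evaluation: % inhibition relative to enzyme-containing and enzyme-free wells. Material: recombinant human TDP2. Benchmarks: enzyme-free and DMSO wells. Timing: enzyme reaction with compound for 2 h at 37 °C. Compound dosing: 12.8 µM only. Measured by: p-Nitrophenol epi absorbance. Reagent: T5PNP substrate at 5 mM, a TopII-DNA adduct mimic. Replication: single well per compound.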
PG9 Ab binder: binds the HIV-1 gp120 antibody PG9. TR-FRET gp120-PG9 antibody binding. inhibition, % at 6.7 µM. actives 0.43% (n = 360,000); in the data active = inhibition above about 8.5%
LEDGF integ inh: blocks HIV-1 LEDGF/p75-dependent DNA integration; TR-FRET IN-LEDGF/p75 DNA integration, Eu/Cy5; actives 0.64% (n = 370,000); inhibition, % at 3.7 µM;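 active = inhibition above the screen-wide mean plus 3 SD, cut at about 13% in these data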;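 also: signal is the Cy5 over europium emission ratio at 671 and 618 nm; 0% = plate median of compound wells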
mABHD4 FP: inhibits mouse alpha/beta hydrolase domain 4; inhibition, % at 8.92 µM; purified mABHD4, FP-Rh probe fluorescence polarization; actives 0.54% (n = 370,000); Q8VD66;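 active = inhibition exceeding the mean over every tested compound plus 3 SD, cut at about 30% in these data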;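 also: 0% = plate median of compound wells and 100% = S159A mutant with DMSO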
Target sequence (Q8VD66 whole entry, looked up, the tested form may be a part): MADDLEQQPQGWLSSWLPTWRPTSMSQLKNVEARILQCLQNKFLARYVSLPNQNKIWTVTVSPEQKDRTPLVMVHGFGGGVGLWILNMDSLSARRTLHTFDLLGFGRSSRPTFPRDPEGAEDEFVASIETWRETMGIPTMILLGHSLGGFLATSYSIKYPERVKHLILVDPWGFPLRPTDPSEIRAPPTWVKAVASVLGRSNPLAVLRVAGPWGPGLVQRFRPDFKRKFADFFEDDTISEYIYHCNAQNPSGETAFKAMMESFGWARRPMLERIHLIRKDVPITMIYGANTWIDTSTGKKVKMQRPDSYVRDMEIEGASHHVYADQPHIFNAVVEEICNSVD
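Assay system: mouse ABHD4 enzyme, wild type / Also added: fluorescent activity-based probe FP-Rh / Doses: single nominal dose of 8.92 µM, 0.89% DMSO final / Timing: 45 min compound pre-incubation plus 60 min probe step, 25 °C / Signal: FP readout, ex 525 nm / em 598 nm / Control set: S159A mutant/DMSO as 100%, compound-well median as 0%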
Tn7 DDE FP: inhibitors of Tn7 peptide binding to human fibrin DD(E) | FP displacement of FITC-Tn7 peptide from fibrin DD(E); 0% = median of compound wells per plate | inhibition, % at 8.3 µM | actives 0.13% (n = 370,000);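 active = inhibition above the mean of compounds falling within the control limits plus 3 SD of them, cut at about 14% in these data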;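 also: 0% = plate median of compound wells and 100% = 10 µM Aha-Tn7 peptide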
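Test system: human clot-derived fibrin DD(E) complex / Quantity: 2 µM final DD(E) protein / Incubation: 10 min plus 3 h, room temperature / Measured by: fluorescence polarization / Benchmarks: high control of 10 µM Aha-Tn7 peptide / Replicates: singlicate testing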
TCR CD3 inh: blocks the human TCR-CD3 interaction; TAMRA-labeled TCR probe fluorescence, biochemical; inhibition, % at 9.4 µM; actives 0.37% (n = 360,000); in the data active = inhibition above about 19%;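 also: recombinant mutant TCR 2C K166C tagged with TAMRA read by polarization; 0% = receptor in buffer alone and 100% = receptor with positive control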
PRMT1 FP inh: inhibitors of human PRMT1 | Q99873 | recombinant PRMT1, activity-based probe fluorescence polarization | inhibition, % at 2.79 µM | actives 1.3% (n = 370,000) | AID 652257;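 active = inhibition above about 21% made by adding two undisclosed values, limit read from the data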
HTRA1 inh: HTRA1 (human) protease inhibition; actives 0.5% (n = 340,000); recombinant HTRA1, FP-rhodamine activity-based probe, fluorescence polarization; Q92743; inhibition, % at 5.96 µM; AID 504803; in the data active = inhibition above about 36%;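 also: 0% = enzyme with DMSO and 100% = wells lacking enzyme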
* = called active by the depositor; nt = no result given. Rows were taken by chance; overall some 4.2% were active at least once.

SMILES	UHRF1 MBD2 ctr	SIAE inh	TDP2 inh	PG9 Ab binder	LEDGF integ inh	mABHD4 FP	Tn7 DDE FP	TCR CD3 inh	PRMT1 FP inh	HTRA1 inh
CCOC(=S)SCC(=O)N1CCc2ccccc2C1C1C(=O)CC(C)(C)CC1=O (centres undefined)	2	7	5	-1.1	-2	2	9	-2	1	0
CC(NC(=O)c1ccccc1Cl)NC(=O)c1ccccc1Cl	1	-5	1	0.1	-2	0	-4	1	6	0
COc1ccc(CCN2CN(S(=O)(=O)c3ccc(C)cc3)c3nc4ccccc4nc32)cc1OC	4	6	-2	0.6	-3	3	6	0	5	4
O=C(O)CSc1nnc(-c2ccc(Cl)cc2Cl)n1Cc1ccccc1	0	5	-5	-1.5	3	-4	-2	8	-4	2
COCCCNS(=O)(=O)c1ccc(Cl)c(C(F)(F)F)c1	-1	2	3	0.4	1	0	0	0	3	1
CCOc1c(Nc2ccccc2O)c(=O)c1=O	1	-1	20	-1.8	-6	5	7	0	1	2
Cc1ccccc1N1CCN(C(=O)C2CCCCC2)CC1	0	4	-1	-1.5	0	-3	4	3	-1	3
CCOC(=O)CCSCC(=O)N1N=C(c2cccs2)CC1c1ccc(C)cc1 (centres undefined)	-1	12	0	-1.6	-1	-16	0	2	-1	-27
Cc1nccc(-c2sc(-c3cccs3)nc2C)n1	-7	15	-14	-3.1	3	-4	6	-5	-5	6
CC(C)C(c1nnnn1C1CCCC1)N1CCN(c2ccccc2F)CC1 (centres undefined)	0	-5	0	-2.7	-2	0	-6	4	-1	11
CC12CCC(=O)N1C(C(=O)Nc1cc(C(F)(F)F)ccc1N1CCCCC1)CS2 (centres undefined)	0	-2	1	1.6	0	-3	0	-3	2	-15
CN(C)CCOc1ccccc1C(C)(C)C	1	4	-3	1.1	2	11	-7	-2	2	9
COc1ccc(C(=O)C2CCN(CC(=O)Nc3cc(C)cc(C)c3)CC2)cc1	3	-2	9	-2.0	-2	-9	-3	5	1	-17
CCc1noc(C)c1C(=O)Nc1nc(-c2cc(OC)ccc2OC)cs1	-2	-1	2	2.0	5	-5	1	0	-2	-16
Cc1ccc(SCC(=O)Nc2nnc(C(C)(C)C)s2)cc1	2	-5	-11	1.6	-1	1	3	2	0	-1
COc1ccc(-c2ccc3c(c2)S(=O)(=O)c2cccc(C(=O)O)c2C3=O)cc1OC	0	-6	-6	-0.1	-1	6	8	6	1	-8
CC(C)c1nnc(NC(=O)CCC(=O)N2CCN(C3c4ccccc4-c4ccccc43)CC2)s1	-2	-8	2	-2.8	-6	0	2	-5	2	-8
Cc1[nH]c2ccccc2c1C(C[N+](=O)[O-])c1cccs1 (centres undefined)	-5	-1	1	0.2	2	-12	4	-6	0	-12
CC(C(=O)Nc1ncn[nH]1)N1C(=O)c2ccccc2C1=O (centres undefined)	1	-1	3	-0.7	0	-5	2	3	-3	-2
O=C(NCc1cccnc1)c1ccc(Cn2c(=S)[nH]c3ccc(Br)cc3c2=O)cc1	-4	-42	9	10*	-4	-1	1	3	-4	-4
Cc1cc(Cl)c2oc(C(=O)N3CCN(C(=O)c4ccco4)CC3)c(C)c2c1	-2	-2	31*	-0.9	2	-4	2	3	-3	-10
Cc1ccc(F)c(S(=O)(=O)NC(=O)C2(C)CCN2C(=O)COc2ccc(Cl)cc2)c1 (centres undefined)	-2	-2	-2	-1.0	1	4	1	1	-2	nt
Cc1nc(N2CCN(C)CC2)c2c(C)c(C(=O)Nc3ccc(F)cc3)sc2n1	-1	2	0	-0.5	-4	-2	-1	5	1	-9
COc1cc(NC(=O)C(C)Oc2ccccc2)c(C(=O)O)cc1OC (centres undefined)	-3	6	-2	-0.1	0	5	1	1	-1	7
CCOC(=O)C(NCCc1ccccc1F)(NC(C)=O)C(F)(F)F (centres undefined)	0	-4	6	-3.0	-2	5	3	8	-2	-4
(list continues)
SMILES	UHRF1 MBD2 ctr	SIAE inh	TDP2 inh	PG9 Ab binder	LEDGF integ inh	mABHD4 FP	Tn7 DDE FP	TCR CD3 inh	PRMT1 FP inh	HTRA1 inh
CCc1nnc(NC(=O)Cc2cc(OC)c(OC)c(OC)c2)s1	0	-4	14	0.0	-3	-2	10	7	1	4
COc1cc(OC)cc(C(=O)OCC(=O)NCc2ccco2)c1	5	-1	-4	0.5	-2	1	3	5	0	-3
COc1ccccc1NC(=O)COc1ccc(/C=N/NC(=O)CSCc2cc(C)cc(C)c2)cc1	-3	1	9	-8.8	-1	0	4	7	-6	1
COc1ncnc(OC)c1NC(=O)c1ccc(F)cc1	-4	7	0	-0.7	2	1	-10	11	0	3
O=C(OCc1ccccc1)c1cccc(-c2nnn(Cc3ccccc3)n2)c1	3	-4	-9	1.0	-5	-21	2	-2	1	-34
O=C(CSc1ccc(-c2cccc([N+](=O)[O-])c2)nn1)NC1CCCC1	3	1	3	-0.8	-8	3	-4	-1	5	4
CCC(CC)C(=O)Nc1nnc(SCC(=O)NC2CCCCC2)s1	0	3	-2	-0.6	2	5	-1	0	5	10
COC(=O)c1cc(S(=O)(=O)N2CCCC(C)C2)cn1C (centres undefined)	1	0	-4	1.2	3	1	1	4	-5	-1
COC(=O)[C@]12C[C@H](CC(=O)NCc3ccc(C)o3)C(=O)N(Cc3ccco3)C1=C[C@H](C(C)C)O[C@@H]2C1CC1	-3	4	-10	nt	6	-5	-4	nt	0	nt
Cc1cc(OCC(=O)NCC2CCC(C(=O)O)CC2)c2c(C)cc(=O)oc2c1 (centres undefined)	-2	-6	5	0.8	2	5	6	-2	1	1
COc1cc(OC)c2c(=O)c3c(C(=O)O)c(O)ccc3oc2c1	-7	10	10	0.5	4	10	-3	5	-5	nt
CN1CCC(N(C)C(=O)c2ccc(Cl)c(S(=O)(=O)N(C)c3ccc(Cl)cc3)c2)CC1	3	-1	1	-0.4	-5	10	1	4	0	-5
COC(=O)c1cc(-c2ccc(OC)cc2)nc2nc(SC)[nH]c(=O)c12	2	-15	-15	-0.8	4	-8	-3	5	-10	2
CC(=O)Oc1ccc(-c2csc(Nc3ccc(S(N)(=O)=O)cc3)n2)cc1	2	14	5	-1.3	0	6	4	-4	-1	-2
COc1ccccc1OCCNC(=O)CCNC(=O)c1ccccc1OC	-1	10	3	0.3	0	4	7	5	-2	-15
CCCCn1c(SCC(=O)Nc2cc(C(F)(F)F)cc(C(F)(F)F)c2)nnc1C(CC)N(C)C (centres undefined)	-3	3	-9	-1.1	6	-6	-3	-3	2	2
O=S(=O)([O-])CCC[N+]1(CC#Cc2ccccc2)CCCCC1	10	2	4	-1.8	0	0	3	-7	3	-7
CC(=O)c1cc(-c2ccccc2)n(CC(=O)NC2CCCC2)c1C	-2	-7	-4	-1.7	1	4	-8	5	-4	-2
O=C(CSc1cn[nH]n1)Nc1nc2ccccc2s1	1	-2	-8	-1.6	-1	-5	1	11	-5	6
CC1(C)CC(=O)N(c2ccccc2)C1(C)O (centres undefined)	3	0	-4	0.3	-5	1	-1	-2	4	1
CCCc1cc(=O)[nH]c(SCC(=O)NC)n1	0	2	5	-1.7	-3	-2	4	8	2	1
COc1ccc(N2C(=O)C3NN=C(C(=O)OCc4ccccc4)C3C2=O)cc1 (centres undefined)	-2	5	16	0.1	3	-1	1	0	-1	-1
C=C1CSc2nc(=O)c3c4c(sc3n21)CCCC4	-6	0	4	0.5	-1	3	-4	10	-1	-7
CC(=C/c1ccccc1)/C=N/n1cnnc1	-3	2	-3	-1.1	0	2	0	8	-2	9
CCc1ccc(C2=C/C(=C/c3cccnc3)C(=O)O2)cc1	-1	1	5	-1.1	2	1	-1	6	-3	5

Compounds listed so far that contain a CF3 group, in the order listed:
SMILES	UHRF1 MBD2 ctr	SIAE inh	TDP2 inh	PG9 Ab binder	LEDGF integ inh	mABHD4 FP	Tn7 DDE FP	TCR CD3 inh	PRMT1 FP inh	HTRA1 inh
COCCCNS(=O)(=O)c1ccc(Cl)c(C(F)(F)F)c1	-1	2	3	0.4	1	0	0	0	3	1
CC12CCC(=O)N1C(C(=O)Nc1cc(C(F)(F)F)ccc1N1CCCCC1)CS2 (centres undefined)	0	-2	1	1.6	0	-3	0	-3	2	-15
CCOC(=O)C(NCCc1ccccc1F)(NC(C)=O)C(F)(F)F (centres undefined)	0	-4	6	-3.0	-2	5	3	8	-2	-4
CCCCn1c(SCC(=O)Nc2cc(C(F)(F)F)cc(C(F)(F)F)c2)nnc1C(CC)N(C)C (centres undefined)	-3	3	-9	-1.1	6	-6	-3	-3	2	2

(cont.)
SMILES	UHRF1 MBD2 ctr	SIAE inh	TDP2 inh	PG9 Ab binder	LEDGF integ inh	mABHD4 FP	Tn7 DDE FP	TCR CD3 inh	PRMT1 FP inh	HTRA1 inh
CN(C(=O)c1ccc(NC(=O)Cc2cccc(NC(=O)C3CCN(C(=O)CCc4ccccc4)CC3)c2)cc1)C1CCCC1	0	-8	-5	-0.9	-3	0	2	0	0	-34
COc1ccc(COc2ncnc3ccc(Br)cc23)cc1F	-3	7	7	-2.3	4	1	-9	4	2	-26
COc1ccc(-n2cc(CNCCCn3ccnc3)c(-c3cccc(F)c3)n2)cc1	3	-1	-1	-1.6	4	5	-7	-1	5	-5
COc1ccc(-c2c(-c3cc(OC)cc(OC)c3)n(C)c3ccc(-c4cc(F)cc(OC)c4)cc23)cc1	-1	2	6	0.7	-1	8	10	-2	1	-1
CC(C)CCNC(=O)c1c[nH]c2ccc(S(=O)(=O)N3CCC4(CC3)OCCO4)cc2c1=O	-2	0	-7	-1.6	2	-16	-3	5	-3	-15
Cc1ccc(N2C(=O)/C(=C/c3cccnc3)SC2=S)cc1	1	2	8	0.2	-2	-14	9	1	-2	-2
CC(/C=C/c1ccccc1)=N\NC(=O)c1ccc2c(c1)OCCO2	4	-2	0	0.4	-6	3	1	-12	0	0
COc1ccc(N2CCN(C(=O)C(=O)c3cc(OC)c(OC)c(OC)c3)CC2)cc1	17	4	-3	-1.4	-9	3	-5	-2	8	nt
CC(C)[C@H](NC(=O)[C@@H]1Cc2ccccc2CN1)C(=O)NC1CCCCC1	1	-1	-20	-4.1	3	7	1	5	0	-2
Cc1oc(C(C)(C)C)cc1C(=O)N1CCN(c2ccc(C(F)(F)F)cn2)CC1	5	-5	1	1.3	6	-12	-1	-3	2	4
O=CN1CCN(S(=O)(=O)c2ccc(Cl)c(C(=O)O)c2)CC1	-3	7	1	1.5	-3	2	1	3	-1	1
CCc1nnc(NC(=O)c2c(-c3ccccc3)noc2C)s1	-2	0	3	-1.7	-2	1	5	-1	2	-3
CC(C)c1ccc(C(=O)NCCCc2ccccc2)cc1	-2	9	14	-1.2	2	-13	4	6	-2	-17
O=S(=O)(NCCc1ccccc1)c1cccc2nsnc12	-2	0	-3	-0.6	-4	2	-6	6	-1	1
O=S(=O)(CCc1ccccc1)/N=C/c1cccs1	0	-6	4	0.8	1	9	-4	2	-1	-1
CCOC(=O)CC(=O)CSc1nc2cc(C)ccc2cc1C	-3	9	1	-2.4	1	-4	-2	-5	15	-26

Assay outcomes: PubChem BioAssay, The Scripps Research Institute Molecular Screening Center
